ASK1 inh: human ASK1 kinase inhibition, primary screen; Q99683; AID 1159602; AlphaScreen MKK6 phosphorylation by ASK1, luminescence; inhibition, % at 7.44 µM; 22,000 tested, 0.99% active; in the data active = inhibition above about 35%;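 note: 0% = median of compound wells and 100% = no enzyme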
ULK1 primary: inhibitors of human ULK1 kinase; O75385; AlphaScreen Atg13 phosphorylation by ULK1, luminescence; inhibition, % at 5.96 µM; 30,000 tested, 1.9% active; in the data active = inhibition above about 43%;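 note: 0% = median of compound wells and 100% = no enzyme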
Target sequence (O75385 whole entry, looked up): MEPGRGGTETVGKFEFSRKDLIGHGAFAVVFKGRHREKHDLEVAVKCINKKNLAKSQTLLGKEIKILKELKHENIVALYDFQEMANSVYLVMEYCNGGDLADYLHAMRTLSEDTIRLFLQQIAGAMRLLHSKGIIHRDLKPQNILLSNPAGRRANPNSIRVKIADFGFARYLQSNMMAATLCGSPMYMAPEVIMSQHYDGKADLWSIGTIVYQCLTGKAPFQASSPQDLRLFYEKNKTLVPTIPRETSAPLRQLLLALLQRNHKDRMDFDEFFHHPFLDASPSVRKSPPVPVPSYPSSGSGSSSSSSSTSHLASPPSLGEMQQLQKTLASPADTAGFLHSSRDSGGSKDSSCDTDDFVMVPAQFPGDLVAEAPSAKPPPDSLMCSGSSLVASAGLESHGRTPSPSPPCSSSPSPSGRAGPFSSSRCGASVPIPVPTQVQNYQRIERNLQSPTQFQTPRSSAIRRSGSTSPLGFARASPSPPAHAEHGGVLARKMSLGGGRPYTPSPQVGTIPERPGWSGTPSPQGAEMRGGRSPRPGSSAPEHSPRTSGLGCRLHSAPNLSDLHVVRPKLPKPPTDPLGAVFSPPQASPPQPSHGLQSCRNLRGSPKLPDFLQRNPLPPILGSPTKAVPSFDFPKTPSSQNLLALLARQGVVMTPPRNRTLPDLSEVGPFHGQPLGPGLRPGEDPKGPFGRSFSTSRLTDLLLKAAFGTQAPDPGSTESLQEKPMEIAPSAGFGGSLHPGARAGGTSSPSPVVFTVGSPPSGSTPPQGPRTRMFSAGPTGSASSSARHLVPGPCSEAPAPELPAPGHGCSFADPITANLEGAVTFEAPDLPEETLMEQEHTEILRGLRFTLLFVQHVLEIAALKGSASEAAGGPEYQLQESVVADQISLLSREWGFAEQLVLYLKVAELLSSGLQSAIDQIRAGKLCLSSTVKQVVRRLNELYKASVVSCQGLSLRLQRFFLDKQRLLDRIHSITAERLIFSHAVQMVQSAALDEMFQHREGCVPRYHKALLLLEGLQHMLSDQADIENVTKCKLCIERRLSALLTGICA
Numbers without * were called inactive; . = no result given; & = joins results of further samples. An unsorted share of the library; 2.4% or so of the library scored in one or more.

| mol | ULK1 primary | ASK1 inh |
| --- | --- | --- |
| O=C(O)c1cc2ccccc2cc1O | -16 | . |
| CC(C)N(CCNc1nc(Nc2cnccn2)nc2c1ncn2-c1ccccc1)C(C)C | 5 | -9 |
| Cc1cnc(N2CCOCC2)nc1NCCOc1ccccc1 | 0 | -8 |
| CC(C)N(CCNc1ccnc(N2CCCC2CO)n1)C(C)C (centres undefined) | 6 | -17 |
| COc1cc(Nc2cc(NCCN3CCOCC3)ncn2)cc(OC)c1OC | 6&6 | 0&-14 |
| Cc1cc(N)nc(Nc2cccc(N(C)C)c2)n1 | 0 | -5 |
| COc1ccc(CCNc2nc(OC)nc(-c3c(C)noc3C)n2)cc1 | 6 | -4 |
| Cn1cc(-c2ccc3cnc(Nc4ccncc4)c(F)c3c2)cn1 | 16 | 1 |
| CC(=O)Nc1ccc(Nc2cc(-c3ccc(N4CCOCC4)nc3)ncn2)cc1 | 1 | -7 |
| CC(C)n1c(N2CCc3ccccc3C2)nc2c(NC3CC3)ncnc21 | -3 | 6 |
| Cc1cc(-c2ncn(-c3ccc(Nc4nccc(-c5cc(C#N)cc(N6CCOCC6)c5)n4)cc3)n2)ccn1 | -13 | 15 |
| Nn1cnnc1N/N=C/c1cccc2ccccc12 | 60* | . |
| O=C(NC1CC1)c1ccc(-c2cccc(C(=O)NCCCN3CCCC3=O)n2)cc1 | 14 | 6 |
| NC(=O)c1cc[n+](CCOc2ccc([N+](=O)[O-])cc2)cc1 | -10 | . |
| CCn1ccnc1CC1COc2ccccc2O1 (centres undefined) | -5 | . |
| c1ccc(-c2nccc(NCc3cccnc3)n2)cc1 | 4 | -13 |
| Cc1cc(NC2CCN(Cc3ccccc3)CC2)nc(Nc2ccncn2)n1 | -3 | -3 |
| CC12CC[C@@H]3c4ccc(OS(=O)(=O)O)cc4CC[C@H]3[C@@H]1CCC2=O (some centres undefined) | -21 | . |
| O=C(C1CCC(Nc2nccc(-c3ccc4nc(C5CC5)[nH]c(=O)c4c3)n2)CC1)N1CCCC1 (centres undefined) | 23&31 | -6&-6 |
| CC(=O)OCC1=C(C(=O)O)N2C(=O)[C@@H](NC(=O)Cc3ccccc3)[C@H]2SC1 | 15 | . |
| CCCCC(CC)COC(=O)CC(C(=O)OCC(CC)CCCC)S(=O)(=O)O (centres undefined) | 54* | . |
| CCCNC(=O)c1csc(Nc2cc(OC)c(OC)c(OC)c2)n1 | 14 | 9 |
| CC(=O)[C@]1(O)Cc2c(O)c3c(c(O)c2[C@@H](O[C@H]2C[C@H](N)[C@H](O)[C@H](C)O2)C1)C(=O)c1ccccc1C3=O | -1 | . |
| CCCNc1nc(Nc2cnccn2)nc2c1ncn2C1CCCCC1 | 22 | 7 |
| CC(=O)Nc1ccc(Nc2cc(N3CCN(Cc4ccc5c(c4)OCO5)CC3)ncn2)cc1 | -4 | 9 |
| CCOC(=O)N1CCN(c2cc(-c3ccc(F)cc3)nc(-c3cccnc3)n2)CC1 | -2 | . |
| COc1cccc2c1[C@@H]1CN(CCCCn3c(=O)[nH]c4c(sc5ncc(-c6ccccc6)nc54)c3=O)C[C@@H]1CO2 | 9 | . |
| COc1cc(Nc2cc(Cl)ncn2)cc(OC)c1OC | -16 | 11 |
| Cc1noc(C)c1-c1nc(NCc2ccccc2)c2ncn(C(C)C)c2n1 | -8 | 13 |
| COc1cc2c(cc1OC)C(C(=O)Nc1cc(F)c(-c3cn[nH]c3)cc1OCCN(C)C)NCC2 (centres undefined) | 12 | 7 |
| COc1cc(Nc2nc(-c3c(C)noc3C)nc3c2ncn3Cc2ccc(C(F)(F)F)cc2)cc(OC)c1OC | -46 | 37* |
| Clc1cc(-c2ccccc2Oc2cccnc2)ccn1 | 4 | 5 |
| O=C(NC1CC1)c1ccc(-c2nc(NC3CC3)c3ncn(-c4ccccc4)c3n2)cc1 | -7 | 11 |
| CC(=O)N(C(C)=O)c1c(C)n(C)n(-c2ccccc2)c1=O | 1 | . |
| CC(C)N(CCNC(=O)c1csc(Nc2nc3ccccc3n2C)n1)C(C)C | 1 | -1 |
| CC(=O)Nc1ccc(NC(=O)c2ccc3nc(-c4ccc(C(=O)N5CCN(C)CC5)cc4)sc3c2)cc1 | -5 | 19 |
| O=C(Nc1cc(-c2ccncc2)cc2cccnc12)C1Cc2ccc3ccccc3c2O1 (centres undefined) | -2 | 11 |
| CCc1ccccc1NC(=O)c1ccc(=O)oc1 | 2 | . |
| COc1cc(NC(=O)c2cccc(-n3ncc4cc(Nc5ccccc5Cl)ccc43)c2)cc(OC)c1OC | -30 | -14 |
| Cc1cnc(Nc2nccc3ccccc23)nc1Nc1ccc(N2CCOCC2)cc1 | 46* | 13 |

Printed as active in ULK1 primary (from the list above):
| mol | ULK1 primary | ASK1 inh |
| --- | --- | --- |
| Nn1cnnc1N/N=C/c1cccc2ccccc12 | 60* | . |
| CCCCC(CC)COC(=O)CC(C(=O)OCC(CC)CCCC)S(=O)(=O)O (centres undefined) | 54* | . |
| Cc1cnc(Nc2nccc3ccccc23)nc1Nc1ccc(N2CCOCC2)cc1 | 46* | 13 |

Going on with the list.
| mol | ULK1 primary | ASK1 inh |
| --- | --- | --- |
| COc1cc2nc(Cl)nc(NCc3nc4ccccc4[nH]3)c2cc1OC | 10 | 0 |
| O=C(NCCOc1ccccc1)c1cnc(-c2ccccc2)s1 | -4 | -4 |
| O=C1CCCN1CCCNc1nc(NCc2cccc(C(F)(F)F)c2)c2ncn(C3CCCCC3)c2n1 | -9 | 12 |
| COc1cc(Nc2nc(NC3CCN(Cc4ccccc4)CC3)c3ncn(-c4ccccc4)c3n2)cc(OC)c1OC | 10 | 23 |
| O=C(Nc1ccc(-c2cn[nH]c2)cc1)C1CNC[C@H]1c1cccc(C(F)(F)F)c1 (some centres undefined) | -14 | -19 |
| COc1cccc(CN(CCCN2CCN(C)CC2)C(=O)c2cn(C)c3cc(-c4cn[nH]c4)ccc23)c1 | 9 | -4 |
| CCN1CCN(c2c(Cl)cccc2NC(=O)c2cc3ccccc3o2)CC1 | -3 | -10 |
| Nc1nccc(-c2ccc3nc(C4COc5ccc(CC(=O)NC6CC6)cc5C4)[nH]c3c2)n1 (centres undefined) | 10 | -3 |
| CC(=O)Nc1ccc(Nc2nc(-c3c(C)nn(C)c3C)nc3c2ncn3C2CCCCC2)cc1 | 20 | -3 |
| c1ccc(Nc2ccc3c(cnn3-c3cccc(OCCN4CCOCC4)c3)c2)cc1 | -32 | 9 |
| O=C(c1ccc(CN2CCOCC2)cc1)N1CCc2ccccc2C1 | 2 | . |
| O=c1ccc(-c2ccccc2)cn1Cc1ccc(F)cc1Cl | -15 | . |
| O=C(NCCN1CCOCC1)c1ccc2nc(Oc3ccccc3)sc2c1 | 8 | 3 |
| c1ccc(-n2cnc3c(Nc4ccc(N5CCOCC5)cc4)nc(N4CCOCC4)nc32)cc1 | 6 | 14 |
| CC(=O)c1cccc(-c2nc(NCCO)c3ncn(Cc4ccc(C(F)(F)F)cc4)c3n2)c1 | -1 | 11 |
| O=C(Nc1cnccc1N1CCC2(CC1)OCCO2)c1ccc(Br)o1 | 4 | 2 |
| CCN(CC)c1nc(Nc2nc3ccccc3n2C)nc(NC2CCN(Cc3ccccc3)CC2)n1 | 10 | 7 |
| CS(=O)(=O)c1ccc(C(=O)Nc2ccc(Cl)c(-c3ccccn3)c2)c(Cl)c1 | -5 | . |
| CC(C)n1c(NCCCN2CCCC2=O)nc2c(NC3CCN(Cc4ccccc4)CC3)ncnc21 | 3 | -6 |
| COc1ccc2c(c1)CC(c1nc3ccc(-c4ccncc4)cc3c(=O)[nH]1)CO2 (centres undefined) | 8 | -2 |
| CN1CCN(c2ccc(-c3ccc(C(=O)NCCOc4ccccc4)s3)cc2)CC1 | 10 | -1 |
| Nc1nc(NCCN2CCOCC2)cc(NCc2cccc(C(F)(F)F)c2)n1 | -5 | -7 |
| CCCNc1ccnc(-c2cccc(C(C)=O)c2)n1 | -5 | 5 |
| Cc1cnc(N2CCCC2CO)nc1NCc1nc2ccccc2[nH]1 (centres undefined) | -1 | -8 |
| COc1ccc(-c2nc(Nc3ccc(NC(C)=O)cc3)c3ncn(C(C)C)c3n2)cn1 | 50* | 10 |
| FC(F)(F)c1cccc(CNc2ncnc3nc(Nc4nccc5ccccc45)[nH]c23)c1 | 8 | 3 |
| Cn1c(Nc2nccc(Nc3ccccc3)n2)nc2ccccc21 | 0 | 2 |
| CNC(=O)c1cc(F)ccc1Nc1cc(Nc2ccc(NC(C)=O)cn2)ncc1C(F)(F)F | 89* | 7 |
| c1cncc(CNc2nc(Nc3ccc(N4CCOCC4)cc3)nc3c2ncn3-c2ccsc2)c1 | 28 | 31 |
| c1ccc2c(c1)CCN(c1nc(Nc3ccc(N4CCOCC4)cc3)c3ncn(-c4ccsc4)c3n1)C2 | 32 | 32 |
| Cc1cnc(Nc2ccccn2)nc1NCc1nc2ccccc2[nH]1 | -11 | 3 |
| CCN(CC)C(=O)C1CCCN(c2nc(Nc3ccccc3)c3ncn(C4CCCCC4)c3n2)C1 (centres undefined) | 12 | 9 |
| COc1cc2nc(NC3CCN(Cc4ccccc4)CC3)nc(Nc3ccc(N4CCOCC4)cc3)c2cc1OC | 14 | 39* |
| O=C1CCCN1CCCNc1nc(-c2ccc(N3CCOCC3)nc2)nc2c1ncn2-c1ccccc1 | -3 | 2 |
| Cc1cnc(Nc2nc3ccccc3n2C)nc1NCc1nc2ccccc2[nH]1 | 4 | -5 |
| O=C(NC1CC1)c1ccnc(Cl)c1 | -5 | -22 |
| COc1cc(NC(=O)c2ccc(-c3cccc(N)c3)s2)cc(OC)c1OC | -17 | 23 |
| COc1ccccc1NCC(=O)N/N=C\c1ccc(OC(C)=O)c(OC)c1[N+](=O)[O-] | -23 | . |
| CC(C)(C)OC(=O)N[C@@H](C(=O)NCc1nc(-c2ccncc2)n[nH]1)c1ccccc1 | 1 | 4 |
| Cc1cc(Nc2ccccc2)nc(Nc2cccc(N(C)C)c2)n1 | -6 | 23 |
| c1ccc(Oc2ccc(Nc3nc(N4CCc5ccccc5C4)nc4c3ncn4-c3ccccc3)cc2)cc1 | 11 | 46* |
| Cc1ccc(S(=O)(=O)N2CCN(S(=O)(=O)Cc3ccccc3)CC2)cc1 | 3 | . |
| Cc1ccc(C(=O)N2CCC(Nc3ccc4cnccc4c3)CC2)cc1F | -1 | -5 |
| CC(Cc1ccccc1)(NC(=O)CN)c1ccccc1 (centres undefined) | -1 | . |
| CC(C)(C)OC(=O)NNS(=O)(=O)c1cccc([N+](=O)[O-])c1 | -7 | . |
| Cc1cc(=O)[nH]c(=S)[nH]1 | 5 | . |

In the list so far, 17 contain sulfur.
| mol | ULK1 primary | ASK1 inh |
| --- | --- | --- |
| CC12CC[C@@H]3c4ccc(OS(=O)(=O)O)cc4CC[C@H]3[C@@H]1CCC2=O (some centres undefined) | -21 | . |
| CC(=O)OCC1=C(C(=O)O)N2C(=O)[C@@H](NC(=O)Cc3ccccc3)[C@H]2SC1 | 15 | . |
| CCCCC(CC)COC(=O)CC(C(=O)OCC(CC)CCCC)S(=O)(=O)O (centres undefined) | 54* | . |
| CCCNC(=O)c1csc(Nc2cc(OC)c(OC)c(OC)c2)n1 | 14 | 9 |
| COc1cccc2c1[C@@H]1CN(CCCCn3c(=O)[nH]c4c(sc5ncc(-c6ccccc6)nc54)c3=O)C[C@@H]1CO2 | 9 | . |
| CC(C)N(CCNC(=O)c1csc(Nc2nc3ccccc3n2C)n1)C(C)C | 1 | -1 |
| CC(=O)Nc1ccc(NC(=O)c2ccc3nc(-c4ccc(C(=O)N5CCN(C)CC5)cc4)sc3c2)cc1 | -5 | 19 |
| O=C(NCCOc1ccccc1)c1cnc(-c2ccccc2)s1 | -4 | -4 |
| O=C(NCCN1CCOCC1)c1ccc2nc(Oc3ccccc3)sc2c1 | 8 | 3 |
| CS(=O)(=O)c1ccc(C(=O)Nc2ccc(Cl)c(-c3ccccn3)c2)c(Cl)c1 | -5 | . |
| CN1CCN(c2ccc(-c3ccc(C(=O)NCCOc4ccccc4)s3)cc2)CC1 | 10 | -1 |
| c1cncc(CNc2nc(Nc3ccc(N4CCOCC4)cc3)nc3c2ncn3-c2ccsc2)c1 | 28 | 31 |
| c1ccc2c(c1)CCN(c1nc(Nc3ccc(N4CCOCC4)cc3)c3ncn(-c4ccsc4)c3n1)C2 | 32 | 32 |
| COc1cc(NC(=O)c2ccc(-c3cccc(N)c3)s2)cc(OC)c1OC | -17 | 23 |
| Cc1ccc(S(=O)(=O)N2CCN(S(=O)(=O)Cc3ccccc3)CC2)cc1 | 3 | . |
| CC(C)(C)OC(=O)NNS(=O)(=O)c1cccc([N+](=O)[O-])c1 | -7 | . |
| Cc1cc(=O)[nH]c(=S)[nH]1 | 5 | . |

Screening data: PubChem BioAssay, The Scripps Research Institute Molecular Screening Center
